Vif imaging: HIV Vif inhibition; 340,000 tested, 0.35% active; HEK293T cells, Vif self-association by quenched fluorescence, imaging, 24 h; inhibition, % at 7.49 µM; AID 602346; in the data active means inhibition above about 50%, passing the limit was not always enough; inconclusive means no clear call, values can overlap the other calls; inactive means below about 31%; further: some results filed as inactive read as strong as hits
iPSC survival up: increases survival of single human iPS cells | 360,000 tested, 0.044% active | survival enhancement, % at 20 µM | hiPSC single-cell survival, ATPlite luminescence; 100% = ROCK inhibitor wells, 0% = DMSO | AID 602274; in the data active means survival enhancement above about 18%;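 further: cells exposed to compounds for 16 hours before the ATP read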
Granule exo inh: blocks lytic granule exocytosis; inhibition, % at 10 µM; AID 651702; TALL-104 LAMP-1 surface exposure, flow cytometry; cells stimulated with thapsigargin and PMA; 360,000 tested, 0.66% active;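 active means inhibition above about 55%, limit read from the data; inconclusive means no clear call, values can overlap the other calls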
aDG glyco act: increases alpha dystroglycan glycosylation | Pro5-aDG cells, alpha-DG glycosylation AlphaScreen (IIH6); 0% Pro5, 100% B10-LARGE cell signal | activation, % at 10 µM | 360,000 tested, 0.22% active;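 active means activation of at least 8% versus controls, or a plate z-score of at least 8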;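 further: Pro5 are CHO cells carrying HIG-tagged alpha-DG that lacks glycosylation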
ABCB6 inh MLPCN: blocks the human ABCB6 transporter; fluorescence ratio to DMSO, % at 10 µM; K562-ABCB6 porphyrin accumulation, flow cytometry, 1 h; active compounds read low; 360,000 tested, 0.19% active;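 active means fluorescence ratio to DMSO below 75%, the collection mean minus 3 SD; inconclusive means too few cells collected in the well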;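 further: signal is porphyrin accumulated inside mitochondria; 100% equals median channel fluorescence of DMSO control wells; lower ratio means ABCB6 inhibition with less porphyrin fluorescence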
PDI turbidity: blocks human protein disulfide isomerase activity; 350,000 tested, 0.052% active; AID 588391; P07237; inhibition, % at 10 µM; PDI insulin aggregation turbidity, A650, 90 min;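 active means mean inhibition across replicates of 30% or more, whatever share of single replicates reach that level; inconclusive means mean inhibition below 30% while every single replicate reaches 30%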;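 further: absorbance from insulin aggregation driven by PDI reduction with DTT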
Target sequence (P07237 whole entry, looked up): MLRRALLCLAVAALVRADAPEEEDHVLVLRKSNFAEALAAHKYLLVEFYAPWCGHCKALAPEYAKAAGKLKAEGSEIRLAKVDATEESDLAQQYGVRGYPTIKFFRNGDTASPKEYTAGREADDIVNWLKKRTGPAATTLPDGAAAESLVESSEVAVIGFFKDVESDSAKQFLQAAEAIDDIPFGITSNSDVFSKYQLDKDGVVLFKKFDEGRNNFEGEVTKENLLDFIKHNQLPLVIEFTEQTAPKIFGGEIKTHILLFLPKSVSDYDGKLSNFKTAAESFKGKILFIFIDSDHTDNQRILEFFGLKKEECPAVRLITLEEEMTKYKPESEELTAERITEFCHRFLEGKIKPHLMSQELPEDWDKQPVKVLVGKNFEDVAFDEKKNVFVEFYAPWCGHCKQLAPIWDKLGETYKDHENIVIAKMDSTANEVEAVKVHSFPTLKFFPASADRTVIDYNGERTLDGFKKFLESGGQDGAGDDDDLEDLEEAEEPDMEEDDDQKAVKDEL
m5-HT2A agonist: agonists of mouse serotonin 5-HT2A receptor (HTR2A); P35363; CHO-K1 mHTR2A beta-arrestin complementation, luminescence; percent of 30 µM serotonin response; activation, % at 7.6 µM; 360,000 tested, 0.66% active; AID 624169;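 active means activation above a run cutoff, the mean activation of all tested compounds plus 3 SD, cut at about 14% in these data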;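 further: 0% = plate median of compound wells and 100% = 30 µM serotonin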
Target sequence (P35363 whole entry, looked up): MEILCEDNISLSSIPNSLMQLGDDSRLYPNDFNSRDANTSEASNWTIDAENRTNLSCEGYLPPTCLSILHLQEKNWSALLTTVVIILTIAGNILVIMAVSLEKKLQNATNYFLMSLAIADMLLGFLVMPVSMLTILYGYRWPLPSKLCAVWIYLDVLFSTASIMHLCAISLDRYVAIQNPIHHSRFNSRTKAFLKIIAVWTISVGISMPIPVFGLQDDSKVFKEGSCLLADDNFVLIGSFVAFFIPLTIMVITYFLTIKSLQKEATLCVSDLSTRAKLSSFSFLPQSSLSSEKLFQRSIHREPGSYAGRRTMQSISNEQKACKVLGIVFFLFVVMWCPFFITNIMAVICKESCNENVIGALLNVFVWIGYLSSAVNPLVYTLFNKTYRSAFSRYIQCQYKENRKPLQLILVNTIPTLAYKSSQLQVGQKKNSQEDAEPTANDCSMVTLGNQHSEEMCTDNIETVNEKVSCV
H9c2 protect: myocardial damage modulation in H9c2 cells | H9c2 cardiomyocytes, H2O2 injury protection, ATPLite, 2 h | protection from H2O2 cell death, % at 20 µM | 360,000 tested, 0.63% active;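 active means compounds giving at least 50% protection of heart cells from peroxide-induced death in the single-dose screen, raw or plate-pattern-corrected value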;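 further: 0% = DMSO wells with peroxide and 100% = DMSO wells without peroxide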
Glyco luc inh: blocks N-linked glycosylation in D54 reporter cells; reporter increase, % at 12.5 µM; AID 588692; D54 ERlucT glycosylation luciferase reporter, 24 h; percent of 100 nM tunicamycin response; 360,000 tested, 0.23% active;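 active means mean luciferase reporter signal, scaled so untreated is 0 and the glycosylation-blocking control 100, at or above a set limit in every replicate; inconclusive means mean reaches the limit but not every replicate does; inactive means mean below the limit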;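 further: luciferase carries N-glycosylation sites so blocking glycosylation raises the light; 0% = median of neutral control wells and 100% = median of 100 nM tunicamycin wells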
CaV13 ICDI inh: Disruptors of the CACNA1D IQ motif to Ca2+-dependent inactivation inhibitor domain association, primary screening, Förster resonance energy transfer in intact living …. AID 743397. 340,000 tested, 0.098% active. inhibition, % at 12.3 µM. HEK cells, CFP/YFP FRET ICDI-IQ, plate reader, 10 min; percent FRET-ratio fall versus neutral wells;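 active means mean replicate inhibition of at least 30% and at least 1% of replicates passing that level; inconclusive means only one of the two criteria is met; inactive means neither criterion is met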;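 further: 0% = median of the neutral control wells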
The depositor's hits bear a star; ? = inconclusive; . = no result given. An unsorted share of the library, and some 3.1% of all compounds hit somewhere here.

Sample of the layout, four compounds:
Value order – Vif imaging, iPSC survival up, Granule exo inh, aDG glyco act, ABCB6 inh MLPCN, PDI turbidity, m5-HT2A agonist, H9c2 protect, Glyco luc inh, CaV13 ICDI inh
> CC(=O)C(Sc1ccc2nnc(-c3cccnc3)n2n1)C(C)=O
  -13, 4.4, -1, -0.3, 101, 2, -2, 0, 2, -7
> CN(C1CCCCC1)C(CNS(=O)(=O)c1ccc(Cl)cc1)c1ccccc1 (configuration not stated)
  -2, -0.7, 4, -0.1, 98, -3, -7, -6, -3, -3
> COc1cc(Nc2ccc(C(=O)O)cc2[N+](=O)[O-])cc(OC)c1
  4, -0.2, -1, 0.1, 103, 3, -2, 5, 3, 5
> CCN(CCCNC(=O)CC(C(=O)N1CCc2ccccc21)n1ccnc1)c1ccccc1 (configuration not stated)
  -17, -1.9, 2, -0.1, 102, 1, -5, 3, -1, -6

Main list, previewed entries included:
Value order – Vif imaging, iPSC survival up, Granule exo inh, aDG glyco act, ABCB6 inh MLPCN, PDI turbidity, m5-HT2A agonist, H9c2 protect, Glyco luc inh, CaV13 ICDI inh
> CC(=O)C(Sc1ccc2nnc(-c3cccnc3)n2n1)C(C)=O
  -13, 4.4, -1, -0.3, 101, 2, -2, 0, 2, -7
> CN(C1CCCCC1)C(CNS(=O)(=O)c1ccc(Cl)cc1)c1ccccc1 (configuration not stated)
  -2, -0.7, 4, -0.1, 98, -3, -7, -6, -3, -3
> COc1cc(Nc2ccc(C(=O)O)cc2[N+](=O)[O-])cc(OC)c1
  4, -0.2, -1, 0.1, 103, 3, -2, 5, 3, 5
> CCN(CCCNC(=O)CC(C(=O)N1CCc2ccccc21)n1ccnc1)c1ccccc1 (configuration not stated)
  -17, -1.9, 2, -0.1, 102, 1, -5, 3, -1, -6
> C=CCC(O)(CC=C)CNC(=O)c1ccc(OC)c(OC2CCN(C(C)=O)CC2)c1
  0, 0.3, 13, 0.0, 95, -3, -2, -5, 1, -2
> O=C(O)c1ccccc1C(=O)Nc1c(-c2ccccc2)nc2ccccn12
  1, 1.2, 0, -0.1, 100, 2, 4, 0, -5, -6
> O=C(c1scc2c1CCCC2)N1CCCCC1
  -17, -2.3, -1, -0.1, 149, 7, -4, -14, -1, -2
> C=CCN(C(=O)c1csnn1)C(C(=O)NC1CCCC1)c1ccccc1 (configuration not stated)
  2, 0.3, -16, -0.2, 99, -1, -1, 1, -1, -3
> CSCCC(NC(=O)c1cccc(C)c1)C(=O)OCC(=O)Nc1c(C)nn(-c2ccccc2)c1C (configuration not stated)
  -5, 1.2, 0, 0.0, 95, -1, 6, 1, 1, .
> O=C(Nc1cccc2c1CCCC2)c1cccc(F)c1
  -1, -0.6, 3, 0.1, 97, 0, 2, -4, 3, -10

Later entries
Value order – Vif imaging, iPSC survival up, Granule exo inh, aDG glyco act, ABCB6 inh MLPCN, PDI turbidity, m5-HT2A agonist, H9c2 protect, Glyco luc inh, CaV13 ICDI inh
> O=C(Cn1cnc2scc(-c3ccc(Br)cc3)c2c1=O)N1CCOCC1
  5, 3.7, 0, 0.1, 100, -7, 0, 3, 4, 5
> COc1ccccc1-c1cc2nc(NCCc3ccc(S(N)(=O)=O)cc3)ccn2n1
  7, 5.4, 0, 0.0, 90, 21, 4, 14, -2, -6
> Cn1c(C(=O)Nc2ccccc2)cc2sccc21
  6, -4.2, -1, 0.2, 96, -3, -7, -4, 0, .
> CCC1(CC)Cc2ccccc2-c2nc3ccccc3c(=O)n21
  -10, 0.0, 2, 0.2, 96, 3, -4, -6, -2, -5
> Cc1ccc(S(=O)(=O)N/N=C\c2ccc([N+](=O)[O-])o2)cc1C
  -9, -0.3, 0, 0.3, 101, 9, 0, 1, 3, .
> CC(=O)OCCNc1cc(N2CCN(C)CC2)c2noc3c2c1C(=O)c1ccccc1-3
  -8, -3.3, -2, -0.7, 99, 2, 13, 9, 3, -8
> CNC(=O)c1c(NC(=O)c2ccc3ncsc3c2)sc(C)c1C
  -6, 0.6, -8, 0.1, 97, 2, 1, 16, 1, -7
> COc1ccc(C(=O)NCCN2CCOCC2)cc1S(=O)(=O)Nc1ccc(C)cc1
  ., -0.3, -5, -0.1, 98, 13, 3, 4, 0, -7
> Cn1c(O)c(N=NC(=N)N)c2ccccc21
  -3, 0.1, 4, -0.1, 99, 2, 4, 9, 2, -2
> COc1ccc(Nc2cc3n(c(=O)n2)CCc2cc(OC)c(OC)cc2-3)c(C)c1
  -1, -0.7, -4, 0.1, 104, 4, 0, 6, -5, -3

Continued.
Value order – Vif imaging, iPSC survival up, Granule exo inh, aDG glyco act, ABCB6 inh MLPCN, PDI turbidity, m5-HT2A agonist, H9c2 protect, Glyco luc inh, CaV13 ICDI inh
> CCOC(=O)C1CCN(C(=O)c2cc3ccccc3oc2=O)CC1
  6, 0.9, -1, 0.0, 99, 0, 3, 5, -1, -2
> Nc1ccccc1C(=O)Nc1cccc(C(=O)O)c1
  ., 0.0, -2, 0.0, 97, 2, 1, -6, 0, -8
> CCOc1ccc(C=NC23CN4CN(CN(C4)C2)C3)cc1
  -3, -0.3, 1, 0.2, 92, 8, -4, 0, 1, -6
> CCOC(=O)c1ccc(NC(=O)CNNC(=O)COc2ccccc2C)cc1
  -5, 3.0, 5, 0.0, 99, 7, -1, -2, -3, -2
> C=CCn1c2ccccc2c(=O)c2cc(C#CC[C@@H](C)O)ccc21
  0, -4.4, 6, 1.4, 93, 4, 8, -9, -2, ?
> CCCC(NC(=S)NCC1CCCO1)C12CC3CC(CC(C3)C1)C2 (configuration not stated)
  ., -1.9, 4, 2.4, 100, -5, -1, -18, -4, -5
> COc1cc2c(cc1OC)C(c1cc3ccc(C)cc3[nH]c1=O)N(C(=O)c1ccco1)CC2 (configuration not stated)
  0, 1.6, -3, -0.1, 96, -15, 1, -7, 0, -2
> O=C(Nc1ccccc1)c1cccc(S(=O)(=O)NCc2ccco2)c1
  -13, -1.5, -1, 0.1, 93, 16, -2, -14, -1, -3
> CCC(C(=O)O)n1c2ccccc2c2cn[nH]c(=O)c21 (configuration not stated)
  7, -0.6, -3, 0.0, 102, 7, 3, 4, 1, -17
> CCCCNC(=O)C1C2C=CC(C2)C1C(=O)O (configuration not stated)
  1, 1.1, 0, -0.1, 94, 16, -1, 3, 3, -2

(next part)
Value order – Vif imaging, iPSC survival up, Granule exo inh, aDG glyco act, ABCB6 inh MLPCN, PDI turbidity, m5-HT2A agonist, H9c2 protect, Glyco luc inh, CaV13 ICDI inh
> O=C(O)C[C@H]1c2cc(F)ccc2S(=O)(=O)N1C1CCCC1
  1, -1.7, 3, 0.0, 100, -1, 2, 12, 2, -8
> COc1ccc2c(c1)CCN(C(=O)CCl)C2C1C(=O)CCCC1=O (configuration not stated)
  0, 1.2, 1, 0.1, 102, 0, -3, 0, -2, -6
> COc1ccc([N+](=O)[O-])cc1NC(=O)CCC(=O)c1cccs1
  7, 0.6, 0, -0.1, 97, 1, 4, 0, 1, -2
> Cc1ccc(S(C)(=O)=O)cc1C(=O)OCC(=O)N1CCCC1=O
  ., 5.2, -3, -0.2, 95, 4, 5, 2, 3, -5
> COc1ccc(OC)c(CN2CCC(Cc3ccccc3)CC2)c1
  -3, -0.2, 60*, 0.1, 92, 4, -8, 1, 0, -11
> Cc1ccc(OC(=O)C(F)(F)F)c2c1NCCC2
  -4, 0.1, -1, -0.1, 102, 5, -4, -1, 0, -6
> COc1ccc(CN(CC2CCCO2)C(=O)CN2C(=O)COc3ccccc32)cc1OC (configuration not stated)
  ., 0.1, -3, 0.1, 98, 0, -5, 4, -1, -3
> CCOc1ccc(-c2c(C(=O)N/N=C/c3ccc(C)cc3)nnn2-c2nonc2N)cc1
  -1, 0.3, 2, -0.1, 100, -3, -6, -1, 3, -4
> Clc1ccccc1OCCn1nnc2ccccc21
  -2, -0.4, 15, 0.1, 103, 15, 1, -7, -1, -4
> CCC(O)(C(=O)Nc1ccccc1C(F)(F)F)c1ccccc1OC (configuration not stated)
  -7, 1.0, 10, -0.1, 102, -2, 4, 10, 2, -9

(next part)
Value order – Vif imaging, iPSC survival up, Granule exo inh, aDG glyco act, ABCB6 inh MLPCN, PDI turbidity, m5-HT2A agonist, H9c2 protect, Glyco luc inh, CaV13 ICDI inh
> COc1ccccc1CC(=O)Nc1ccc(F)cc1F
  9, 2.5, -3, 0.2, 97, -3, -1, 5, -1, -4
> CCN1C(=O)/C(=C/N(C(C)=O)c2ccccc2)N(c2ccccc2)C1=S
  2, -0.8, 4, 0.5, 106, -10, -2, -26, 8, .
> CN(C)S(=O)(=O)c1ccc(C(=O)Nc2ccc3nc(N4CCOCC4)sc3c2)cc1
  3, -1.7, 2, -0.2, 102, ?, 12, 4, 0, -4
> COc1ccc(CCNS(=O)(=O)c2ccc(S(=O)(=O)N3CCCC3)cc2)cc1OC
  -6, -1.3, 4, 0.2, 108, -4, 1, -8, -1, -8
> CSCCC(NC(=O)c1ccccc1)C(=O)OCC(=O)c1ccc[nH]1 (configuration not stated)
  1, 1.4, 0, -0.1, 101, 2, 1, 11, 3, -5
> Cc1ccc(NC(=O)CN2c3cccc4cccc(c34)S2(=O)=O)cc1
  -6, 2.8, 10, 0.1, 99, -8, -9, -5, 1, -2
> O=C(COC(=O)c1ccc([N+](=O)[O-])o1)Nc1cccc(S(=O)(=O)N2CCOCC2)c1
  -4, 0.9, -3, -0.1, 99, -12, -4, 45, 4, -3
> CCOc1ccc2ccccc2c1CNCCN1CCOCC1
  6, -2.1, 6, 0.4, 97, 0, -2, -3, 0, .
> CCCCOC(=O)C1=C(C)NC(=O)NC1c1ccc(OC)cc1 (configuration not stated)
  -2, 0.8, -3, -0.1, 100, -1, -2, -3, -1, -3
> CC(C)(C)c1nc(CN2CCCCC2)cc(CN2CCCCC2)c1O
  13, -3.1, -2, -0.2, 110, 0, -5, -15, -4, -4

(next part)
Value order – Vif imaging, iPSC survival up, Granule exo inh, aDG glyco act, ABCB6 inh MLPCN, PDI turbidity, m5-HT2A agonist, H9c2 protect, Glyco luc inh, CaV13 ICDI inh
> Clc1ccc2c(c1)C(N1CCNCC1)Cc1ccccc1S2 (configuration not stated)
  ., -1.9, 73*, -0.6, 94, -3, -6, -26, -4, .
> CCCCn1c(N)c(N(CC(C)C)C(=O)CN(C)S(=O)(=O)c2ccc(F)cc2)c(=O)[nH]c1=O
  1, 0.3, 11, 1.0, 101, 9, 2, 8, -1, -2
> O=[N+]([O-])/C(C(Cl)=C(Cl)Cl)=C(/Sc1ccccc1)N1CCCCC1
  -10, 0.6, -4, 0.1, 104, 8, 5, -4, 0, -4
> CN(C)Cc1c(C(=O)N/N=C/c2ccc(OCc3ccc(F)cc3)cc2)nnn1-c1nonc1N
  27, -0.2, 3, 0.2, 104, 10, -1, -5, 0, -3
> O=C(CN1CCCCCC1)Nc1nc2ccccc2s1
  -1, -0.4, -7, 0.0, 99, 23, 4, 6, -1, -3
